# Screening results from PubChem.
# FN deposit inh: fibronectin deposition inhibition; 0.086% of 350,000 active; inhibition, % at 12.6 µM; AH1F fibroblasts, Alexa488-fibronectin deposition fluorescence, overnight;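 active means mean inhibition across replicates of 30% or more, regardless of how many single replicates reach that level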;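 further: positive control wells lacked labelled fibronectin entirely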
#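 Assay system: AH1F fibroblasts / Quantity: 10000 cells per well / Medium: DMEM plus 2% serum, read in PBS / Reagent: labelled fibronectin 24 nM / Dosing: single dose, pinned / Times: 1 h cell attachment, overnight exposure to compound and label / Signal: fluorescence, ex 485 nm, em 525 nm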
# PGC1a acetyl inh: PGC1a acetylation modulation, inhibitor mode; U2OS PGC1a acetylation, AlphaScreen anti-acetyl-lysine; with virally co-expressed GCN5 acetyltransferase; inhibition, % at 15.6 µM; 0.17% of 350,000 active;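 active means every replicate shows inhibition of at least 40%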;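 further: 0% = neutral control wells and 100% = positive control wells; some results beyond the cut were filed as inactive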
# PglD DTNB: blocks C. jejuni PglD acetyltransferase activity; 0.098% of 360,000 active; purified PglD enzyme, DTNB colorimetric CoA detection; inhibition, % at 12.5 µM; in the data active means inhibition above about 16%, passing the limit was not always enough; further: strong numbers were not always called active
# Cneo AK release: Cryptococcus neoformans lysis via adenylate kinase release; C. neoformans lysis, adenylate kinase release luminescence, 4 h; normalised: neutral wells 0, clomiphene wells 100; lysis activity, % at 15 µM; 0.2% of 360,000 active; AID 651654;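 active means mean lysis activity across replicates of at least 80%, whatever share of replicates individually reach that level; inactive means mean lysis activity below 80%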
#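 Material: C. neoformans cells; Schedule: 4 h static compound exposure, 37 °C, read 1 h post-reagent; Measured by: adenylate kinase release luminescence; Read-out: signal increase indicating cell lysis; Controls: Clomiphene as positive lysis control.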
# F508del corr: correctors of CFTR F508del function in bronchial epithelial cells; CFBE cells, YFP halide quenching; stimulated with forskolin plus potentiator P3; % fluorescence drop versus neutral controls; 0.36% of 350,000 active; AID 720511; activity (quench increase), % at 7.58 µM;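 active means mean added fluorescence quench of at least 8% versus neutral control, with both replicates also reaching 8%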;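 further: cells transiently co-express mutant CFTR-F508del with the halide-sensitive YFP; corrector assay measuring rescue of mutant channel to the surface after 24 h compound exposure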
# C2C12 statin: suppression of simvastatin myotoxicity | C2C12 myotubes + simvastatin, ATP luminescence, 48 h; scaled: DMSO 0, geranylgeraniol control 100 | rescue of ATP level, % at 7.49 µM | 0.78% of 330,000 active | AID 602340;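 active means mean ATP rescue above about 67%, or every replicate alone reaching that limit, limit read from the data, passing the limit was not always enough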;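 further: myotubes were challenged with 10 µM simvastatin during compound exposure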
# GSIS activator: GLuc luminescence reporter in INS-1E cells, primary screen for activators of glucose-dependent secretion of insulin. INS-1E GLuc reporter insulin secretion, 2-3 h. activation, % at 16.6 µM. 0.61% of 370,000 active. AID 743287;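 active means lowest replicate activation of at least 40%, so every replicate reaches that level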;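 further: 0% = median of neutral control wells and 100% = median of IBMX positive control wells; some compounds called inactive have numbers as strong as hits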
# miR122 inh: miR-122 inhibition in Huh7 cells; Huh7 miR-122 Renilla luciferase sensor, 48 h; neutral wells = 0, positive control = 100; activation (reporter increase), % at 12.5 µM; 0.3% of 340,000 active; AID 602342;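 active means mean replicate activation score at least 90 and every replicate individually at or above 90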;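 further: higher luciferase means less miR-122 activity so hits act as miR-122 inhibitors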
# * marks the source's active call; other numbers are inactive results; x = not tested or not shown; [ ] = dose if it differs, or a comment.
mol,FN deposit inh,PGC1a acetyl inh,PglD DTNB,Cneo AK release,F508del corr,C2C12 statin,GSIS activator,miR122 inh
Cc1ccc(C(=O)N/C(=C\c2cccs2)C(=O)NC2CCCCC2)cc1,x,-8.8,-1.8,0.9,-3.3,-3.8,-2.6,9.8
COc1ccc(S(=O)(=O)Nc2ccc3c(c2)C(=O)N([C@@H](C)CO)C[C@@H](C)[C@@H](CN(C)Cc2ccc(C(F)(F)F)cc2)OCCCC[C@@H](C)O3)cc1,6.1,-2.5,-1.7,13.3,-3.1,x,-13.4,-4.6[16.7 µM]
COc1cccc(NC(=O)Cn2c(=O)n(-c3ccccc3)c(=O)c3sccc32)c1,1.4,-18.7,x,x,-1.0,10.1,-6.6,-5.7
Cc1ccccc1OCC(O)COc1ccccc1C,-1.2,6.2,-0.8,1.8,3.6,3.5,x,x
Cc1noc(C)c1NC(=O)Nc1ccc2c(c1)C(=O)N([C@H](C)CO)C[C@H](C)[C@@H](CN(C)Cc1ccc(C(F)(F)F)cc1)O2,x,3.8,3.3,45.9,-0.9,4.5,6.5,8.3[16.7 µM]
O=C(c1ccc2c(c1)OCCO2)N1CCCCC1,x,-8.0,-4.0,1.8,x,-6.3,x,3.3
COc1ccccc1-c1cn(CC[C@@H]2CC[C@@H](NC(=O)C3CCOCC3)[C@H](CO)O2)nn1,x,5.3,4.5,-0.3,-1.2,7.0,1.5,0.6[16.7 µM]
COc1cc(C=O)c(Br)cc1OC1CCCC1,x,31.0,-1.6,-5.9,x,x,x,-0.8
O=C(NCc1cccnc1)C1c2ccccc2C(=O)N1Cc1ccco1 (stereo not drawn),x,0.3,x,x,-2.9,x,3.7,0.3
O=C(CN1C(=O)NC2(CCCCC2)C1=O)Nc1nc2c(F)cc(F)cc2s1,-9.2,x,-0.4,5.3,3.5,-8.3,-21.7,10.0
COC(=O)c1cc(C(=O)Nc2ccc(S(N)(=O)=O)cc2)cc([N+](=O)[O-])c1,-3.0,6.4,x,x,-1.3,x,-0.2,x
CCOC(=O)c1cccc(NC(=O)CCc2c(C)nc3ncnn3c2C)c1,-8.0,-6.0,4.8,-0.3,x,-4.5,x,-4.7
O=C(NC1CCCCC1)N[C@H]1CC[C@H](CCNS(=O)(=O)c2ccc(F)cc2)O[C@@H]1CO,x,2.9,1.6,-1.2,-1.4,-4.1,-8.3,x
CCCNC(=O)Cn1cnc2sc(C(=O)N3CCN(c4ccc(F)cc4)CC3)c(C)c2c1=O,5.6,-8.2,-8.8,0.1,x,4.5,20.4,1.7
O=C1COc2ccc(S(=O)(=O)N3CCc4ccccc43)cc2N1,-7.1,-19.8,-0.2,-0.8,-3.5,19.2,2.0,-2.7
CC12CCC(c3c(C(=O)Nc4nccs4)nn(-c4ccccc4)c31)C2(C)C (stereo not drawn),x,18.4,7.9,3.9,x,14.0,15.5,3.7
O=C(c1ccc(-c2ccccc2)cc1)N1CCN(C(=O)c2ccco2)CC1,x,-1.6,0.9,-0.4,x,-9.0,x,0.9
CCCC(=O)Nc1ccc2c(c1)C(=O)N(C)[C@H]1CC[C@H](CC(=O)NCC(F)(F)F)O[C@@H]1CO2,-13.7,-3.5,-0.3,-1.6,-1.8,-1.4,5.6,-16.7[16.7 µM]
C[C@@H]1CCCCO[C@@H](CN(C)C(=O)c2ccccc2)[C@H](C)CN([C@@H](C)CO)C(=O)c2cc(NS(=O)(=O)c3ccc(F)cc3)ccc2O1,x,0.0,5.4,-2.2,2.0,x,-26.0,-10.6[16.7 µM]
O=C(C[C@@H]1CC[C@@H](NC(=O)Nc2cc(F)ccc2F)[C@@H](CO)O1)Nc1ccccc1,x,-12.4,-5.0,-3.0,0.5,-5.9,-12.5,x

# Reprinted from the part before: 3 entries; new compounds follow.
mol,FN deposit inh,PGC1a acetyl inh,PglD DTNB,Cneo AK release,F508del corr,C2C12 statin,GSIS activator,miR122 inh
CCCC(=O)Nc1ccc2c(c1)C(=O)N(C)[C@H]1CC[C@H](CC(=O)NCC(F)(F)F)O[C@@H]1CO2,-13.7,-3.5,-0.3,-1.6,-1.8,-1.4,5.6,-16.7[16.7 µM]
C[C@@H]1CCCCO[C@@H](CN(C)C(=O)c2ccccc2)[C@H](C)CN([C@@H](C)CO)C(=O)c2cc(NS(=O)(=O)c3ccc(F)cc3)ccc2O1,x,0.0,5.4,-2.2,2.0,x,-26.0,-10.6[16.7 µM]
O=C(C[C@@H]1CC[C@@H](NC(=O)Nc2cc(F)ccc2F)[C@@H](CO)O1)Nc1ccccc1,x,-12.4,-5.0,-3.0,0.5,-5.9,-12.5,x
O=C(NCc1ccncc1)C12CC3CC(CC(Cl)(C3)C1)C2,-8.0,x,1.6,0.6,2.3,7.3,0.5,x
CC(NC(=O)Cc1cccs1)c1ccccc1 (stereo not drawn),-2.7,3.2,x,x,1.6,4.9,5.6,8.0
c1csc(-c2nc3ccccc3[nH]2)c1,x,3.2,0.0,-0.9,x,15.2,x,0.1
O=C(Cn1c(C(F)(F)F)nc2ccccc21)NCCCN1CCOCC1,13.7,6.8,1.9,-3.3,x,2.1,x,-7.3
O=S(=O)(c1ccccc1Cl)N1CCCC1c1nc(-c2cccc(Cl)c2)no1 (stereo not drawn),-2.1,-18.0,7.3,-0.8,x,x,x,1.1
CCCc1ccc(OCC(O)CN2CCN(c3ccccn3)CC2)cc1 (stereo not drawn),-4.5,9.6,2.3,-1.5,-1.4,14.0,x,x
COC(=O)c1sccc1NC(=O)c1ccc(C)o1,-1.0,7.0,6.3,-0.6,x,-0.6,x,1.1
COCCNC(=O)C[C@@H]1C[C@@H]2c3cc(NC(=O)Nc4ccccc4)ccc3O[C@@H]2[C@H](CO)O1,-8.6,13.9,1.1,-58.6,3.4,3.0,4.1,7.0[16.7 µM]
CCN1CCN(S(=O)(=O)c2ccc(S(=O)(=O)N(CC)Cc3ccccc3)cc2)CC1,x,-0.6,-0.1,5.2,0.0,-12.3,0.7,-9.1
C[C@H](CO)N1C[C@H](C)[C@H](CN(C)Cc2ccc(Oc3ccccc3)cc2)Oc2ccc(N(C)C)cc2CC1=O,x,-15.4,-4.2,0.4,-2.4,-14.0,-11.9,-5.6[16.7 µM]
CC(C)(C)C(=O)N1CCC(O)(CS(=O)(=O)Cc2ccc(Cl)cc2)CC1,-19.0,x,-2.0,1.0,x,0.2,x,-9.1
C=CCn1c[n+](CC(=O)c2ccc(Br)s2)c2ccccc21,3.4,10.0,x,x,-0.3,x,17.1,2.7
CCCn1c(SCC(=O)c2ccc3c(c2)OCCO3)nnc1C(C)C,x,-11.8,-5.6,-1.2,x,19.8,x,-9.8
Cc1cc(C(=O)Nc2cccc3c2O[C@@H](CN(C)Cc2ccc(-c4ccccc4)cc2)[C@@H](C)CN([C@H](C)CO)C3=O)n(C)n1,x,-4.3,3.6,0.4,-3.4,11.5,-15.9,2.7[16.7 µM]
CCc1nc2c(OCc3ccc(C(=O)OC)cc3)cccn2c1N(C)C(=O)CC(C)C,14.5,2.5,-0.3,0.9,3.1,0.7,-30.6,-1.3
CO[C@@H]1CN(C)C(=O)c2cc(NS(=O)(=O)c3ccc(Oc4ccccc4)cc3)ccc2OC[C@H](C)NC[C@H]1C,-0.9,0.6,4.3,-2.1,1.1,23.5,4.6,2.6[16.7 µM]
COc1ccccc1CNC(=O)CN(C)S(=O)(=O)c1ccc(Br)s1,-9.3,9.6,1.6,0.0,3.4,7.1,-6.2,-0.7
Cc1cc(-c2cc(-c3ccc(Cl)cc3)on2)nc(NCC2CC2)n1,3.6,-1.4,-3.5,-1.3,1.0,-43.8,-6.6,-3.2
CCOC(=O)C(Cc1ccc(O)cc1)NC(=O)CCc1c[nH]c2ccccc12 (stereo not drawn),3.8,-8.6,-3.1,0.2,-0.3,17.6,5.3,0.4
O=C(Nc1ccccc1CC[N+](=O)[O-])N1CCN(c2ccccc2)CC1,-0.1,0.3,1.2,4.6,-1.3,5.0,-1.5,1.0
C[C@@H]1CN([C@H](C)CO)C(=O)c2cc(Br)cnc2O[C@H]1CN(C)Cc1ccc2c(c1)OCO2,x,-2.1,0.8,-1.6,3.6,x,7.1,1.8[16.7 µM]
CC(C)(C)[C@H]1COC(=O)[C@@H](Cc2ccc(F)cc2)C/C=C\C[C@@H](CC(=O)N[C@@H](CO)Cc2ccccc2)C(=O)N1,5.3,x,4.2,0.5,1.1,5.1,-14.2,x
CCC(=O)N(C)C[C@@H]1Oc2cc(C#C[C@H](C)O)ccc2S(=O)(=O)N([C@H](C)CO)C[C@H]1C,6.4,0.3,-1.8,-0.9,-1.5,13.1,12.8,-4.8[16.7 µM]
C[C@H](CO)N1C[C@H](C)[C@H](CN(C)Cc2ccccc2F)Oc2ncc(C#CCN(C)C)cc2C1=O,0.4,-2.4,7.4,2.3,x,-4.0,11.7,-3.6[16.7 µM]
Cc1cc(=O)oc2cc(OCC(=O)NC(Cc3c[nH]c4ccc(O)cc34)C(=O)O)c(Cl)cc12 (stereo not drawn),x,8.4,0.5,-1.5,-1.4,-11.9,-2.2,-1.9
O=C(NCC1CCCO1)c1onc(CSc2ccc(F)cc2)c1C(=O)O (stereo not drawn),-12.4,x,2.5,15.2,4.2,5.3,-3.6,x
CNS(=O)(=O)c1cccc(C(=O)OCc2cc(=O)oc3c(C)c(O)ccc23)c1,3.0,4.6,-1.9,2.7,1.6,11.2,-9.7,-14.4
O=C(NC1CCOCC1)C1CCC(=O)N(Cc2ccc(Cl)cc2)C1 (stereo not drawn),0.9,x,2.4,-3.4,-0.8,-2.4,x,x
COc1ccc(C(C)=O)cc1COC(=O)c1ccc2ccccc2n1,x,-6.4,-0.5,-0.2,x,18.2,5.7,-5.4
CCN(CC)C1CCN(C(=O)c2ccc(OC3CCN(C(=O)CCOC)CC3)cc2)C1 (stereo not drawn),8.3,9.1,26.0*,-1.1,3.3,4.0,10.0,2.4
CCCNC(=O)C[C@@H]1CC[C@@H]2[C@H](COc3ccc(NC(=O)Nc4ccccc4F)cc3C(=O)N2C)O1,4.5,6.3,-1.2,-1.7,-0.8,24.2,-9.8,-41.7[16.7 µM]
COc1ccc(NC2CS(=O)(=O)CC2NCc2ccco2)cc1 (stereo not drawn),4.0,-5.4,-4.1,-1.6,x,x,x,-3.9
O=C(Nc1ccccn1)c1ccc(CN(c2ccccc2)S(=O)(=O)c2ccccc2)cc1,20.3,0.4,3.2,0.9,1.4,12.8,13.8,-2.7
CCCN(CC(=O)Nc1ccccc1C)C(=O)/C=C/c1ccc(OCC)c(OC)c1,4.9,4.3,4.0,-1.3,-0.8,13.0,27.0,7.9
Clc1ccc(-c2ccc(/C=N/Nc3nncc(-c4ccccc4)n3)o2)cc1,-6.5,6.4,-2.9,2.2,x,-19.3,x,-1.4
Cc1ccc2nc(N3CCN(C(=O)c4ccccc4F)CC3)c(C#N)cc2c1,-1.1,-10.9,5.4,-1.3,2.9,-16.0,8.0,-0.7
CCn1nnc(NC(=O)COc2cc(C)ccc2C(C)C)n1,x,x,-1.4,-0.3,x,41.8,x,4.9
Cc1ccc2oc(=O)c3cnn(CC(=O)N(CCN(C)C)Cc4ccco4)c3c2c1,-6.8,-3.3,2.2,0.0,0.2,2.2,x,-2.8
COc1cc(CSc2ncn[nH]2)c(OC)cc1CSc1ncn[nH]1,x,13.8,-2.0,-0.6,x,20.8,x,31.7
